Pol III holo inh: blocks replication by bacterial DNA polymerase III holoenzyme; reconstituted DNA polymerase III holoenzyme replication, biochemical; Potency, µM (top dose mostly 57.1 µM), for the others: at the top dose activity change, negative = inhibition; 0.25% of 71,000 active; AID 603; further: potency means the concentration at half of the fitted maximal effect; on the % scale 0 is the no-effect control and ±100 the full control effect
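Reconstituted *E. coli* holoenzyme (0.35 nM Pol III, 1 nM beta, 154 nM SSB, 2 nM primase) was preincubated with compound for 15 min at RT. Synthesis on 1.4 nM ssM13Gori ran 35 min, then was stopped with PicoGreen/EDTA and read as dsDNA fluorescence.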
USP2a inhib: blocks human ubiquitin-specific protease USP2a | 0.1% of 60,000 active | Potency, µM (highest dose often 38.3 µM), without a hit: at the highest dose activity change, negative = inhibition, usual class: inhibitors | O75604 | USP2a enzymatic assay, qHTS inhibition;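 further: potency means the concentration at half of the fitted maximal effect; nearly all actives have a fitted effect of over 60% in size; plate controls were DMSO for no effect and NEM full inhibition control for full effect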
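20 nM USP2 core + cpd, 30 min RT; add 20 nM Ub-PLA2/20 uM NBD C6-HPC; read Ex460/Em535 at 0 h and 2.5 h. Normalized to NEM; qHTS curve fit/classification.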
Rhodamine fluor: compound autofluorescence in rhodamine spectral region. Rhodamine-region fluorescence, 547/598 nm, Tris buffer; hits give high values. max dye-equivalent concentration, M. 0.05% of 59,000 active. AID 594; in the data active means max dye-equivalent concentration above about 11 nM; inconclusive means between about 1.1 nM and that limit
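qHTS spectral profiling of compounds without any target or enzyme present, in pH 8.0 Tris buffer; plates were read after a 15-minute room-temperature incubation using the rhodamine-region filter set.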
Caspase-1 inhib: allosteric or competitive inhibitors of human caspase-1. P29466. Caspase-1 enzyme, Ac-WEHD-AFC fluorogenic rate. Potency, µM (doses to about 57.5 µM), for the others: at the highest dose activity change, negative = inhibition, most hits filed as inhibitors. 0.03% of 75,000 active. AID 900;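 further: potency means the concentration at half of the fitted maximal effect; plate controls were vehicle for no effect and no substrate for full effect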
Tau fil binding: binders of human tau filaments | Potency, µM (top dose mostly 57.1 µM), without a hit: at the top dose activity change, negative = inhibition | recombinant tau filaments, thioflavin S fluorescence, 15 h; filaments grown with octadecylsulfate alongside compound | P10636 | 2% of 71,000 active;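 further: potency means the concentration at half of the fitted maximal effect; on the % scale 0 is the no-effect control and ±100 the full control effect; actives lower thioflavin S fluorescence by blocking filaments or displacing dye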
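His-tagged recombinant human tau (exons 2, 3, 10; 1 uM final) fibrillized with 30 uM sodium octadecylsulfate, 15 h at 37 C, in pH 7.4 HEPES buffer with 10 uM thioflavine S and 5 mM DTT. Reduced ThS fluorescence (450/510 nm) marks activity.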
HADH2 inh: inhibitors of human HADH2 dehydrogenase. 3.4% of 73,000 active. AID 886. Q99714. recombinant HADH2, NADH fluorescence, beta-hydroxybutyryl-CoA. Potency, µM (doses to about 57.1 µM), for the others: top-dose activity change, negative = inhibition, hits mostly inhibitors; further: potency means the concentration at half of the fitted maximal effect; on the % scale 0 is the no-effect control and ±100 the full control effect; nearly all actives have a fitted effect of over 60% in size; many of its hits are not listed in these tables
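E. coli-expressed His-tagged HADH2 tested at 20 nM in alkaline Tris buffer (pH 9.0); oxidation of 90 uM beta-hydroxybutyryl-CoA with 1 mM NAD+ tracked fluorimetrically for 4 min.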
15-hLO inh: blocks human 15-lipoxygenase activity. Potency, µM (highest dose often 57.1 µM), for the others: at the highest dose activity change, negative = inhibition, usual class: inhibitors. 1.4% of 74,000 active. purified 15hLO-1, xylenol orange hydroperoxide absorbance. AID 887. P16050; further: potency means the concentration at half of the fitted maximal effect; on the % scale 0 is the no-effect control and ±100 the full control effect; nearly all actives have a fitted effect of over 55% in size
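Inhibition is scored from a chromogenic endpoint. After 15 min enzyme-compound contact, arachidonic acid (50 uM final) reacts 6 min with 40 nM 15hLO-1 at room temperature, then Fe-XO reagent is added for 30 min and absorbance ratio recorded.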
Casp7 inh: allosteric or competitive inhibitors of human caspase-7; P55210; recombinant caspase-7, Ac-DEVD-AFC fluorescence rate; Potency, µM (titrated, usually from 57.5 µM), without a hit: at the highest dose activity change, negative = inhibition, most hits filed as inhibitors; 0.02% of 75,000 active; AID 889; active means well fitted inhibition curve with a large enough effect in the main read-out, with a control signal flat, not every such curve was filed as active; inconclusive means small, poorly fitted or top-dose-only effect, or a change in a side signal; further: potency means the concentration at half of the fitted maximal effect; % of control where 0% means no effect
HEK293 cAMP cs: raises cAMP in parental HEK293 cells, TSHR agonist counter-screen; 2.5% of 73,000 active; Potency, µM (top dose mostly 57.1 µM), without a hit: at the top dose activation, hits mostly activators; parental HEK293 CNG cAMP sensor, membrane potential fluorescence; further: potency means the concentration at half of the fitted maximal effect; % of control where 0% means no effect; nearly all actives have a fitted effect of over 55% in size
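Counterscreen for endogenous-receptor signalling: CNG-channel HEK 293 cells report cAMP rise by membrane depolarization. After 60 min dye equilibration with 100 uM RO 20-1724, compounds incubated 30 min before bottom-read fluorescence at 590 nm.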
BRCT inh green: blocks human BRCA1 BRCT binding to phosphopeptide, green readout; P38398; 0.05% of 75,000 active; Potency, µM (series often up to 76.9 µM), inactives show top-dose activity change, negative = inhibition, hits mostly inhibitors; BRCA1 BRCT-phosphopeptide binding, green fluorescence polarization;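 further: potency means the concentration at half of the fitted maximal effect; plate controls were peptide without protein for full effect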
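Fluorescence polarization: His-tagged BRCT (~35 kDa BRCA1 C-terminus, 250 nM) bound to 100 nM fluorescein-labeled phosphorylated 10-aa BACH1 peptide, pH 7.3 phosphate buffer with DTT and Tween 20. Compounds incubated 12 min at room temperature; inhibition read as lowered polarization.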
BRCT inh red: inhibitors of human BRCA1 BRCT-phosphoprotein interaction (red fluorophore); P38398; BRCT-phosphopeptide binding, red fluorescence polarization; Potency, µM (titrated, usually from 76.9 µM), for the others: at the top dose activity change, negative = inhibition, most hits filed as inhibitors; 0.03% of 75,000 active; further: on the % scale 0 is the no-effect control and ±100 the full control effect
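Fluorescence polarization: 100 nM His-tagged BRCA1 BRCT with 100 nM TAMRA-labelled phospho-BACH1 decapeptide, phosphate buffer pH 7.3 with 150 mM NaCl, DTT, 0.01% Tween 20; 12 min RT. Binding inhibition seen as FP decrease.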
Numbers without * were called inactive; i = inactive; ? = inconclusive; . = not tested or not shown; [ ] = dose if it differs, or a comment. Unless noted, the call rests on the fitted dose curve; in most records, active means well fitted curve in the direction sought with a large enough effect; inconclusive means small, poorly fitted or top-dose-only effect, or another doubt; inactive means no such curve, though single readings can be large; an effect the other way counts as inactive or inconclusive.

SMILES	Pol III holo inh	USP2a inhib	Rhodamine fluor	Caspase-1 inhib	Tau fil binding	HADH2 inh	15-hLO inh	Casp7 inh	HEK293 cAMP cs	BRCT inh green	BRCT inh red
Cc1ccc(C(C)NC(=O)C2CCCO2)cc1C (stereo not drawn)	-2%	17%	i	2%	-11%	4%	1%	-2%	18%	-1.1%	-1.0%
O=C(Nc1ccccc1)N(C1=NCCC1)c1ccc(OC(F)F)cc1	7%	0%	i	-3%	13%	0%	-12%	-4%	?	-2.3%	-1.5%
C(=NCCCN1CCOCC1)c1ccc2c(c1)OCO2	-2%	-4%	.	-1%	-18%	4%	?	0%	4%	-2.1%	-1.3%
CC(C)C(OC(=O)C1CCCO1)C(=O)NC1CCCC1 (stereo not drawn)	2%	.	i	0%	3%	-4%	12%	-3%	?	-0.5%	1.4%
CCCCOC(=O)C1[C@H]2C(=O)N(CCc3ccccc3)C[C@]23C=C[C@H]1O3 (stereo partly drawn)	0%	3%	i	2%	6%	6%	4%	-1%	8%	-0.9%	-0.7%
COc1ccc(Nc2cc(C(=O)NCCCN3CCN(C)CC3)c3ccccc3n2)c(OC)c1	-4%	0%	i	-1%	13µM*	-5%	-16%	0%	16%	-0.5%	-0.5%
COC(=O)[C@H](C)NC(=O)Nc1ccc(OC)cc1OC	-6%	-4%	i	1%	3%	15%	0%	-2%	-1%	-1.3%	1.1%
O=C(NC1=NCCS1)c1ccc(Cl)s1	-6%	-7%	i	0%	1%	-11%	-1%	-1%	-3%	-0.2%	-1.0%
CCOC(=O)c1cnc(-n2nc(C)cc2C)nc1Nc1cccc(C(=O)O)c1	-9%	-5%	i	-1%	-5%	-3%	-11%	3%	13%	-2.7%	0.4%
COc1ccc(-c2nnc(NC(=O)c3ccc(S(=O)(=O)N4CCCc5ccccc54)cc3)o2)cc1	5%	21%	i	-5%	18%	20µM*	17%	-6%	15%	0.6%	0.7%
CCOc1nc(OCC)nc(N2CCC(C)CC2)n1	-3%	-1%	i	-2%	-1%	4%	5%	1%	?	-2.2%	0.1%
COc1ccc(/C(O)=C2\C(=O)C(=O)N(CCCN(C)C)C2c2ccccc2F)cc1Cl (stereo not drawn)	-2%	-7%	i	-3%	11%	18%	-1%	-1%	3%	-2.3%	0.4%
Cc1cnc(C(=O)OCC(=O)Nc2oc(-c3ccccc3)c(-c3ccccc3)c2C#N)cn1	2%	27%	i	-4%	13%	-12%	?	-4%	9%	-1.9%	-0.9%
CN1CCCN(C)C1c1cc([N+](=O)[O-])ccc1O	-3%[11.4 µM]	.	i	-2%[11.5 µM]	6%[11.4 µM]	-17%[11.4 µM]	4%[11.4 µM]	2%[11.5 µM]	-20%[11.4 µM]	0.3%[15.4 µM]	-0.3%[15.4 µM]
CCCC(=O)Nc1ccc(C(=O)Nc2nnc(COC)s2)cc1	-2%	-7%	i	0%	1%	-5%	-3%	2%	11%	-1.6%	-0.5%

Results in Tau fil binding, for some of the entries so far:
SMILES	Tau fil binding
CN1CCCN(C)C1c1cc([N+](=O)[O-])ccc1O	6%[11.4 µM]
CCCC(=O)Nc1ccc(C(=O)Nc2nnc(COC)s2)cc1	1%

Next section:
SMILES	Pol III holo inh	USP2a inhib	Rhodamine fluor	Caspase-1 inhib	Tau fil binding	HADH2 inh	15-hLO inh	Casp7 inh	HEK293 cAMP cs	BRCT inh green	BRCT inh red
CC1=C(C(=O)NCCN2CCOCC2)C2(CCC(C)CC2)OC1=O (stereo not drawn)	-5%	.	.	0%	2%	7%	7%	0%	-7%	-1.0%	0.6%
CC1=CC(C)(C)N2C(=O)C3(C(C#N)=C(N)OC4=C3C(=O)CCC4)c3c(C)c(C)cc1c32 (stereo not drawn)	-4%	-17%	i	1%	193%	7%	?	0%	-6%	-8.7%	0.3%
COc1ccc(C(=O)N2CCC3(CCCN(Cc4ccncc4)C3)CC2)cc1	-7%	17%	i	-1%	11%	3%	14%	0%	21%	1.2%	0.3%
CS(=O)(=O)N1CCC2(CCN(Cc3ccncc3)CC2)CC1	1%	9%	i	-2%	6%	-6%	10%	0%	7%	-3.4%	-0.7%
CC1CCCCC1NS(=O)(=O)c1ccc(S(=O)(=O)N2CCCC2)cc1 (stereo not drawn)	1%	100%[activator]	i	-1%	3%	-4%	0%	-4%	19%	-1.0%	-2.1%
O=S(=O)(Nc1cccc(-c2cn3ccsc3n2)c1)c1ccc(F)cc1	?	10%	i	-1%	6%	14%	?	-2%	25%	2.4%	0.8%
C=CCN1CCc2c(cc(O)c(O)c2Cl)[C@H](c2ccccc2)C1	-6%	18%	i	-2%	-10%	1.3µM*	?	1%	19%	-1.5%	1.8%
O=C(Nc1ccccc1C(=O)O)c1ccc(Cl)c(S(=O)(=O)N2CCOCC2)c1	.	.	.	-3%	.	-11%	-8%	0%	-13%	0.3%	-1.5%
COc1cccc(-n2nnc3c(=O)n(Cc4ccc(Br)cc4)cnc32)c1	-2%	10%	i	-3%	166%	16%	-14%	-2%	?	-2.4%	-0.3%
O=C(c1ccco1)N1CCC2(CCCN(c3cccc(-c4ccccc4)c3)C2)CC1	-2%	141%[activator]	i	-5%	44%	3%	-22%	-7%	26%	11%	-0.3%
CCN(C(=O)COc1ccccc1)c1nnc(-c2cccnc2)s1	-7%	-6%	i	-5%	-9%	33%[activator]	6%	0%	1%	-0.3%	-1.7%
CCC(C)(C(=O)NC1CCCC1)N(C(=O)CNC(C)=O)c1ccccc1 (stereo not drawn)	6%	7%	i	-11%	-5%	2%	-4%	-9%	3%	0.5%	-0.4%
COc1cc(C2N(c3ccc(Cl)cc3)C(=O)C3CCCN32)cc(OC)c1OC (stereo not drawn)	-2%	.	.	-3%	-22%	1%	-6%	0%	-7%	2.1%	0.2%
CSCC[C@H](NC(=O)Nc1ccc(C)cc1)C(=O)O	0%	3%	i	1%	-9%	5%	4%	2%	5%	-0.1%	-0.4%
CC(C)(C)n1nnnc1CN1CCN(C2CCCC2)CC1	-11%	-3%	i	0%	1%	4%	0%	10%	9%	-0.6%	-1.1%
O=C(c1cccc(F)c1)N1CCC2(CC1)CCN(c1cccc(-c3ccccc3)c1)CC2	8%	91%[activator]	i	-2%	25µM*	12%	-9%	-4%	-4%	1.9%	1.5%
COc1ccc(-c2cc(=O)oc3cc(OCc4nn[nH]n4)ccc23)cc1	-6%	6%	i	-6%	7%	-10%	-5%	-5%	8%	4.0%	-1.4%
COCCNC(=O)Cn1nc(-c2ccccc2OC)ccc1=O	1%	3%	i	-1%	-1%	-4%	-3%	1%	-7%	-0.9%	0.7%
O=C(Oc1ccccc1)N1CCN(c2ccc(F)cc2)CC1	-1%[11.4 µM]	-9%[7.66 µM]	.	2%	-12%[11.4 µM]	4%[11.4 µM]	?	0%	28%[11.4 µM]	1.4%	-0.9%
O=C(Cn1cnc2c(oc3ccccc32)c1=O)N1CCCc2ccccc21	-9%	18%	i	-1%	8%	6%	?	0%	0%	1.8%	-1.0%
Cc1ccc(-c2nc(=S)c3c(n2CCN2CCOCC2)CC(C)(C)OC3)cc1	-3%	-5%	i	2%	-9%	?	-28%	0%	10%	-0.7%	1.3%
O=C(Nc1cccc2c1CCCC2)c1ccco1	0%	-4%	.	-8%	-8%	3%	-3%	-1%	?	1.6%	0.4%
COC(=O)c1ccc(N2C(=O)CC(N(C)CCc3ccc(OC)c(OC)c3)C2=O)cc1 (stereo not drawn)	-1%	2%	.	-2%	6%	-7%	-4%	0%	10%	-2.2%	0.7%
O=C(CSC1=NCCN1)Nc1ccccc1	-5%[11.4 µM]	.	i	1%[11.5 µM]	1%[11.4 µM]	-17%[11.4 µM]	1%[11.4 µM]	2%[11.5 µM]	-2%[11.4 µM]	-0.2%[15.4 µM]	-1.5%[15.4 µM]
O=C(NCCCN1CCCC1=O)c1cccs1	.	.	.	0%	.	-8%	-2%	-1%	-5%	-2.1%	-0.1%
O=C(NCc1ccc2c(c1)OCO2)C1CCC(CNc2c(N3CCCCC3)c(=O)c2=O)CC1 (stereo not drawn)	-2%	.	.	1%	2%	-6%	0%	-2%	-5%	0.5%	1.0%
Cn1c(=O)c2[nH]c(SCc3ccccn3)nc2n(C)c1=S	-11%[11.4 µM]	.	i	-5%[11.5 µM]	6%[11.4 µM]	-2%[11.4 µM]	6%[11.4 µM]	1%[11.5 µM]	-2%[11.4 µM]	-1.5%[15.4 µM]	-0.3%[15.4 µM]

This is a subset; the hit share may differ from the screen's.
